High-throughput results deposited in PubChem BioAssay by Sanford-Burnham Center for Chemical Genomics.
mouse EphA4 binding: inhibitors of EphA4 binding to KYL peptide, primary screen, biochemical, colorimetric, mouse EphA4 (AID 689). inhibition, % at 10 µM; hits with a dose series show IC50 in µM. EphA4-AP binding to KYL peptide, pNPP A405; higher % means a stronger effect. hit rate 0.1% among 62,000; in the data active means a potency from the dose series; inactive means the rest, 99 in 100 with inhibition below about 22%
* marks the source's active call; other numbers are inactive results; & = joins results of further samples. An excerpt (hit frequency here may not be typical).

compound | mouse EphA4 binding
CCOC(=O)N1CCC(n2c(SCC(=O)N3CCCC3)nc3ccccc3c2=O)CC1 | -13%
Cc1cc(Cl)ccc1Oc1ncnc2oc(-c3ccccc3)cc12 | -13%
COc1cc(C(=O)NC(NC(=S)Nc2cc(Cl)ccc2Cl)C(Cl)(Cl)Cl)cc(OC)c1OC (centres undefined) | 5%
Cc1cc2nnc(SCc3ccccc3)n2c(N)n1 | -9%
O=C(/C=C/c1ccccc1)N1CCN(c2cccc(Cl)n2)CC1 | -8%
COC(=O)c1cc(Br)c(=O)n(Cc2ccc(C(=O)O)cc2)c1 | -11%
O=C(CC1S/C(=N\N=C\c2cccs2)NC1=O)Nc1ccc(Cl)c(Cl)c1 (centres undefined) | 1%
COc1cccc(OCC(=O)Nc2ccc3c(c2)OCCO3)c1 | -6%
CCn1cc(C(=O)N2CCc3ccccc32)c(=O)c2cc(S(=O)(=O)N3CCOCC3)ccc21 | -1%
CCOC(=O)C(CC(C)C)NC(=O)C(Cc1ccccc1)N1C(=O)c2ccccc2C1=O (centres undefined) | -4%
O=c1c2ccccc2ncn1-c1ccc2c(c1)OCCO2 | -15%
O=C(CSc1ncn[nH]1)N1CCN(S(=O)(=O)c2ccccc2)CC1 | -18%
O/N=C1/CCCCC1c1ccccn1 (centres undefined) | 6%
Cc1ccccc1-c1ccc(C=Nc2c(C)n(C)n(-c3ccccc3)c2=O)o1 | 3%
Cc1csc(C(C#N)C(=O)c2ccncc2)n1 (centres undefined) | 9%

Pulled by compound from the entries so far:
compound | mouse EphA4 binding
O/N=C1/CCCCC1c1ccccn1 (centres undefined) | 6%
Cc1cc(Cl)ccc1Oc1ncnc2oc(-c3ccccc3)cc12 | -13%

(further entries)
compound | mouse EphA4 binding
Cc1ccc(C2NC(=O)c3c(sc4c3CCN(C)C4)N2)o1 (centres undefined) | -9%
O=C(c1cnc2n(c1=O)CCS2)N1CCN(C(c2ccccc2)c2ccc(Cl)cc2)CC1 (centres undefined) | -1%
COc1ccc(NC(=O)CN2CCN(C3c4ccccc4-c4ccccc43)CC2)cc1 | -3%
Cc1ccc(C)c(NS(=O)(=O)c2cc(C(=O)Nc3ccccc3-c3ccccc3)ccc2C)c1 | -1%
CC1CN(C(=O)CN2C(=O)c3ccccc3S2(=O)=O)CC(C)O1 (centres undefined) | -8%
O=C(COC(=O)CCc1nc2ccccc2s1)Nc1ccc(S(=O)(=O)N2CCOCC2)cc1 | -15%
COC(=O)c1cc(Br)c(=O)n(CCN(C(C)C)C(C)C)c1 | -6%
O=C(NCCO)c1cccc(Cl)c1 | -36%
Cc1cc(I)ccc1NC(=O)COc1ccc(Br)cc1 | 3%
COc1ccc(CC(NC(C)=O)C(=O)N2CCN(C(=O)Nc3ccc(Cl)cc3)CC2)cc1OC (centres undefined) | -4%
O=C(CN1C(=O)CSc2ccccc21)NCCC1=CCCCC1 | 0%
Cc1noc(C)c1S(=O)(=O)N(CC(=O)N1CCc2ccccc21)c1ccc(C(C)C)cc1 | 7%
CCN(CC)S(=O)(=O)c1ccc(-c2nnc(SC)o2)cc1 | -3%
CN(C)S(=O)(=O)c1ccc(NC(=O)c2cc(F)c(F)cc2Cl)cc1 | -10%
CC(C)NC(=O)N(O)C1N(Cc2ccc3c(c2)OCO3)C(=S)SC1(C)C (centres undefined) | -11%
CCOc1ccc(C(=O)Nc2ccc(OC)c(Cl)c2)cc1 | 14%
CC(=O)Nc1ccc(Nc2ncc([N+](=O)[O-])c(Nc3ccc(NC(C)=O)cc3)n2)cc1 | -1%
CC(C)CNc1nc(=S)nc(N(C)C)[nH]1 | -2%
c1ccc(-c2nc(N3CCN(c4ccccc4)CC3)nc(-n3ccnc3)n2)cc1 | -4%
N/C(=N\OC(=O)COc1ccccc1)c1cccnc1 | -6%
CCCCSc1nc(C)c(CC(=O)O)c(=O)[nH]1 | -38%
CC(NC(=O)C(=O)NN=C1CCCCCCCCCCC1)c1ccccc1 (centres undefined) | -11%
COc1cccc(C2Sc3ccccc3NC3=C2C(=O)c2ccccc23)c1 (centres undefined) | 3%
COC(=O)c1cc(C(=O)N2CCc3ccccc3C2)cc([N+](=O)[O-])c1 | 1%
CC(C)CC(C(=O)NCC1CCCO1)N(C(=O)Cn1nnc(-c2ccc(F)cc2)n1)c1ccccc1F (centres undefined) | -11%
CCOc1ccc(C(=O)Nc2ccncc2)cc1 | -5%&-4%
O=C(/C=C/c1ccc(F)cc1)Nc1cccc(Cl)c1Cl | 2%
CCc1nnc(NC(=O)CSc2nnc(-c3ccco3)n2C)s1 | -7%
N#Cc1cccc(NC(=O)CCn2ccnc2)c1 | 6%
Cc1cnn(CCC(=O)NNC(=S)Nc2ccc(F)cc2)c1 | -12%
CC(C)n1ncc(C(N)=O)c1N | -6%
CC(Sc1ncnc2ccccc12)C(=O)Nc1ccc2c(c1)OCO2 (centres undefined) | 2%
Cc1cccc(-c2cc(NC(=O)c3ccc(Cl)cc3Cl)n[nH]2)c1 | 10%
Cc1ccc2c(c1)-c1c(ssc1=S)C(C)(C)N2C(=O)CSc1nc2ccccc2o1 | 0%
CCN(CC)CCOC(=O)c1ccc(NC(=O)CCN2C(=O)S/C(=C\c3ccc(OC)cc3)C2=O)cc1 | -11%
CC(=O)c1cccc(NC(=O)N2CCCC2C(=O)NCc2ccc(F)cc2)c1 (centres undefined) | 1%
O=C(/C=C/c1ccc(Cl)cc1Cl)NCc1ccco1 | -8%
COc1ccc(C)cc1NC(=O)CSc1nnc(COc2ccc(C)cc2)n1Cc1ccco1 | -2%
O=C1NC(=S)N(c2ccc(Cl)cc2)C(=O)C1=Cc1ccsc1 | -10%
CCOC(=O)C1(C(F)(F)F)N=C(c2cccnc2)OC(N2CCOCC2)=N1 (centres undefined) | -4%
O=S(=O)(c1ccc(F)cc1)N1CCN(c2ncnc3c2cnn3-c2ccccc2)CC1 | 2%
O=C1Nc2ccccc2OC1CC(=O)N1CCN(c2cccc(C(F)(F)F)c2)CC1 (centres undefined) | -12%
Cc1cccc(C)c1NC(=S)NC(=O)CCc1ccccc1 | -15%
Cc1cc(=O)n(CCC(=O)O)c2ccccc12 | 9%
O=C1NC(=Nc2ccc(F)cc2)S/C1=C\c1cccs1 | 8%

In the list so far, these have bromine.
compound | mouse EphA4 binding
COC(=O)c1cc(Br)c(=O)n(Cc2ccc(C(=O)O)cc2)c1 | -11%
COC(=O)c1cc(Br)c(=O)n(CCN(C(C)C)C(C)C)c1 | -6%
Cc1cc(I)ccc1NC(=O)COc1ccc(Br)cc1 | 3%

The listing continues:
compound | mouse EphA4 binding
COc1cc(NC(=O)C(F)(F)F)cc(OC)c1 | -15%
COc1ccccc1NC(=O)CN(c1ccc(C23CC4CC(CC(C4)C2)C3)cc1)S(C)(=O)=O | -4%
CCOc1ccc(-n2c(Cc3ccccc3)nnc2SCc2c(C)noc2C)cc1 | -11%
O=S(=O)(Nc1ccc(O)c2ccccc12)c1cc(Cl)ccc1Cl | 24%
CSc1cccc(NC(=O)CN(c2ccccc2)S(=O)(=O)N(C)C)c1 | -8%
O=C(Cc1cccs1)NCc1cn2ccccc2n1 | -7%
O=C(Nc1cccc(O)c1)c1cc(S(=O)(=O)N2CCCC2)ccc1Cl | -12%
O=C1/C(=C\c2ccsc2)SC(=S)N1c1cccc(C(F)(F)F)c1 | -6%
CC(=O)c1cccc(N2C(=O)C3C4c5ccccc5C(C(C)=O)(c5ccccc54)C3C2=O)c1 (centres undefined) | -16%
Cc1ccc(S(=O)(=O)N2CCCCC2)cc1C(=O)Nc1ccc2cn[nH]c2c1 | 1%
COC(=O)c1[nH]c2cccc(Cl)c2c1NC(=O)CN1CCCCC1C (centres undefined) | 6%
COC(=O)CSc1nnc(CNC(=O)Cc2ccccc2)n1C | -5%
O=C(Nc1ccccc1F)N(CCCN1CCOCC1)Cc1cc2cc3c(cc2[nH]c1=O)OCCO3 | -15%
CSc1nc2ccccc2cc1/C=C(\C#N)c1ccc(Cl)cc1Cl | -2%
CCOC(=O)N1CCC(NC(=O)Cn2ncc3ccccc32)CC1 | -4%

Next compounds
Structure | mouse EphA4 binding
O=C(Nc1ccc(S(=O)(=O)N2CCCC2)cc1)c1ccc(CN2CCOCC2)cc1 | -10%
COc1ccc(-c2nnn(CC(=O)N(C3CCCC3)C(C)C(=O)NC3CCCC3)n2)cc1OC (centres undefined) | -6%
O=C(CCCn1c(SCC(=O)NC2CCCCC2)nc2ccccc2c1=O)NCC1CCCO1 (centres undefined) | -8%
CCOc1ccc(CC2S/C(=N/c3ccccn3)NC2=O)cc1 (centres undefined) | -2%
CCOC(=O)N1CCN(c2ccc3nnnn3n2)CC1 | 1%&-6%
CN(CC(=O)Nc1ccccc1N1CCOCC1)S(=O)(=O)c1ccc(F)cc1 | -6%
O=C(c1n[nH]c(=O)c2ccccc12)N1CCN(c2ccccc2Cl)CC1 | -11%
CCOC(=O)Cc1cc(=O)n2[nH]c(-c3ccc(Cl)cc3)cc2n1 | -12%
CC(C)c1[nH]nc2c1C(C(C)C)C(C#N)=C(N)O2 (centres undefined) | -12%
COc1ccc(C(N)=O)cc1NC(=O)c1cccc(F)c1 | 42%&16%
O=C(NC1CCCC1)c1cccc(NC(=O)c2ccco2)c1 | 9%
Cc1ccccc1-n1c(=O)cc(N2CC(C)OC(C)C2)[nH]c1=O (centres undefined) | -2%
CCC(Sc1nc2ccccc2c(=O)n1CC1CCCO1)C(=O)NCc1cccnc1 (centres undefined) | -15%
C=CCN1C(=O)c2oc3ccccc3c(=O)c2C1c1ccc(O)c(OC)c1 (centres undefined) | 8%
CC(C)(C)NC(=O)NC(=O)Cn1cc(C(F)(F)F)ccc1=O | -10%
CCN(CC)Cc1c(O)ccc2c(=O)c(Oc3ccccc3OC)coc12 | -4%
COCCn1c(SCC(=O)Nc2sccc2C(N)=O)nc2cc(Cl)ccc2c1=O | -3%
O=C(NCCO)c1ccc(-c2nnc(N3CCOCC3)c3ccccc23)cc1 | 0%
COc1ccc(C)cc1NC(=O)CN1CCN(S(=O)(=O)c2ccc(F)cc2)CC1 | -2%
Cc1ccccc1C(=O)/C=C1/c2ccccc2CC(C)(C)N1C | 40%
CCc1ccc(CCC(=O)Nc2nnc(CC)s2)o1 | -8%
CCN(CC)C(=O)c1sc(NC(=O)c2ccoc2C)c(C(=O)OC)c1C | -12%
Cc1[nH]c2c(Cl)cccc2c(=O)c1CN1CCOCC1 | 4%
COc1ccc(-c2nnc(SCc3ccccc3)n2N)cc1 | 12%
O=c1nc(-c2ccccc2F)c2cc(Cl)ccc2[nH]1 | 18%
O=C(CCCn1c(=S)[nH]c2cc3c(cc2c1=O)OCO3)N1CCN(C2CCCCC2)CC1 | 4%
CS(=O)(=O)N(CC(O)Cn1c2ccc(Cl)cc2c2cc(Cl)ccc21)c1ccccc1 (centres undefined) | 6%
CCOC(=O)N1CCC(NC(=O)CCc2cn(C)c3ccccc23)CC1 | -3%
COc1cccc(C2CC(c3ccccc3OC)n3ncnc3N2)c1 (centres undefined) | 6%
CCOC(=O)c1cc2c(ccn2C)n1CC(=O)N1CCN(c2ccccc2OC)CC1 | -1%
O=C(O)CCN1Cc2ccccc2C1=O | -28%
Cn1c(=O)c2c(nc(N3CCNCC3)n2Cc2cccc3ccccc23)n(C)c1=O | -2%
CCCNC(=O)c1nc2ncc(Br)cn2n1 | -7%
O=C(Nc1ccc(S(=O)(=O)Nc2ncccn2)cc1)c1ccccc1 | 12%
Cc1nn(C)cc1/C=N/NC(=O)c1ccc2c(c1)OCO2 | -8%
CN1CCCCc2c1nc1ccccc1c2N (tested in a mixture with another compound) | -9%
CCOc1cc(CN2CCN(c3cccc(C(F)(F)F)c3)CC2)ccc1OC | -12%
CCOC(=O)N(C)OC(=O)Nc1ccc(Cl)c(Cl)c1 | 4%
O=C(O)CC1CCS(=O)(=O)C1 (centres undefined) | 5%
CCCOC(=O)C1=C(C)NC2=C(C(=O)CC(C)(C)C2)C1c1ccc(N(C)C)cc1 (centres undefined) | 4%
CCc1nnc(NC(=O)CSc2nnc(CSc3nc(C)cc(C)n3)o2)s1 | 23%
CC(C)COC(=O)n1c(=O)oc2cc(S(=O)(=O)N3CCCCC3)ccc21 | -6%
O=C(CN1CCN(c2ccccn2)CC1)NCCc1ccccc1 | -11%
O=C(CN1CCN(C(c2ccccc2)c2ccccc2)CC1)NC(=O)NCc1ccco1 | -3%
Clc1ccc(Cn2c(CNc3ccc(Cl)cc3)nc3ccccc32)cc1 | 9%

In the list so far, these have a nitro group on carbon:
Structure | mouse EphA4 binding
CC(=O)Nc1ccc(Nc2ncc([N+](=O)[O-])c(Nc3ccc(NC(C)=O)cc3)n2)cc1 | -1%
COC(=O)c1cc(C(=O)N2CCc3ccccc3C2)cc([N+](=O)[O-])c1 | 1%

Later entries
Structure | mouse EphA4 binding
O=C(Nc1cnc2ccccc2c1)c1cccnc1 | -15%
O=C(Nc1ccc(N2CCCC2)c(Cl)c1)c1ccc(Br)o1 | 4%
CSC1=C(C#N)C(c2ccc(C(C)C)cc2)CC(=O)N1 (centres undefined) | -14%
COc1cc(C(=O)N2CCc3ccccc3C2)cc(OC)c1OC | 2%
N=C(N)SCc1nc2ccccc2c(=O)n1-c1ccccc1Cl | -2%
Cc1ccc(C)c(N2C(=O)CC(N3CCN(Cc4ccc5c(c4)OCO5)CC3)C2=O)c1 (centres undefined) | -4%
CC(C(=O)N/N=C/c1ccc(N(C)C)c(Br)c1)N(c1ccccc1)S(C)(=O)=O (centres undefined) | -14%
Cc1ccc(S(=O)(=O)N/N=C2/CC(c3ccccc3)Oc3ccccc32)cc1 (centres undefined) | -5%
COC(=O)C(O)(CC(=O)Nc1ccc(C)c(F)c1)C(F)(F)F (centres undefined) | -9%
CCCCNC(=O)C1CCCNC1=O (centres undefined) | -6%
Cc1ccc(C)c(N2CCN(C(=O)c3ccc(Cn4c(=O)[nH]c5ccccc5c4=O)cc3)CC2)c1 | -2%
Cn1nnnc1SCC(=O)Nc1c(Cl)cccc1Cl | 7%
